Compound activity: PubChem, several laboratories
TRPC6 act: mouse TRPC6 channel activators, primary screen, cell-based, HEK293, membrane potential dye. HEK293-TRPC6 membrane potential dye fluorescence; hits give high values. actives 0.13% (n = 310,000). B-score at 10 µM. Short transient receptor potential channel 6 (Mus musculus), Q61143;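 active means B-score of the integrated fluorescence ratio above library mean plus 3 SD, and starting fluorescence ratio within library mean plus 5 SD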;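 further: higher score means more depolarization so channel activation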
TMEM16A act: TMEM16A chloride channel activators or potentiators, primary screen, cell-based, HTS. Anoctamin-1 (Mus musculus), Q8BHY3. HEK293 TMEM16A/YFP-H148Q/I152L, iodide quench fluorescence; hits give low values. B-score at 10 µM. actives 0.3% (n = 340,000). AID 623877, 2012;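 active means fluorescence-ratio B-score plate-corrected deviation score at least 3 library SD below zero, with starting fluorescence score within 5 deviations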;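 further: channel opened by trigger with iodide after compound preincubation; score built on the fluorescence ratio of max minus min over baseline; more negative score means more quench and so TMEM16A activation or potentiation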
Target sequence (Q8BHY3 whole entry, looked up): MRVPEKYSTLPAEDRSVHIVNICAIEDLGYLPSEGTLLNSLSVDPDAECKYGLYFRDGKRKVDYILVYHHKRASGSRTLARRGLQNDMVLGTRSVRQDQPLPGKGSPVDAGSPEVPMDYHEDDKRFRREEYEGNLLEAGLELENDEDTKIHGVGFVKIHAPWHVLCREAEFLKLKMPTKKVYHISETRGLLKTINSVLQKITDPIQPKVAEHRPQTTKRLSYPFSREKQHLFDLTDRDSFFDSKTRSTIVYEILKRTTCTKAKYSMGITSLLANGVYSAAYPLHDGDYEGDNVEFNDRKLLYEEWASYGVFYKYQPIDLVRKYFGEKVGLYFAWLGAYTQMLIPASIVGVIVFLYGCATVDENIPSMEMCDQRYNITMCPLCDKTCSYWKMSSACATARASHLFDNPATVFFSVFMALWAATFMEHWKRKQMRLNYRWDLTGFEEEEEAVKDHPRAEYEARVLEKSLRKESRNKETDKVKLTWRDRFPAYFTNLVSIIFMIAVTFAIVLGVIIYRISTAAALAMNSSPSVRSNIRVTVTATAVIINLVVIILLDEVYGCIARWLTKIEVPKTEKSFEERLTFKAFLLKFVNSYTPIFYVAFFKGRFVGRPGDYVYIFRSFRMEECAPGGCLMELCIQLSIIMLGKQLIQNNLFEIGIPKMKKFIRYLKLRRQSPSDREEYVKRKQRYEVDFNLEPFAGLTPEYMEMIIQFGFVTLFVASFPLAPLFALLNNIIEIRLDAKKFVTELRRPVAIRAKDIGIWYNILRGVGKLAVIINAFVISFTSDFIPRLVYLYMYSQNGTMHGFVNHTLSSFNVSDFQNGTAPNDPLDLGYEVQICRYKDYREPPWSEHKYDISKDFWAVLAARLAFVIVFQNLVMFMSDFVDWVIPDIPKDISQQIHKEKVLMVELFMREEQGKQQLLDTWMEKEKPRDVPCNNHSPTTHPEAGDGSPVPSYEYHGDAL
TRPC4 block: inhibitors of mouse TRPC4 channel, primary screen, Fluo4 calcium, HEK293 TRPC4beta/mu-opioid cells. B-score at 10 µM. actives 0.39% (n = 300,000). AID 2247, 2010. Short transient receptor potential channel 4 (Mus musculus), Q9QUQ5. DAMGO-evoked Fluo4 calcium flux; hits give low values;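 active means B-score over 3 SD under the library average, no early fluorescence shift, positive overall ratio signal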
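Signal: kinetic Fluo4 fluorescence imaging of calcium influx. Material: stable TRPC4beta/mu-opioid receptor HEK293 cells. Probe or stimulus: DAMGO in two steps, submaximal then maximal.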
ANO1 block: TMEM16A chloride channel inhibitors, primary screen, cell-based, HTS; HEK293 TMEM16A/YFP iodide influx fluorescence, ionomycin; normalized B-score (activity score, 25-100; higher = stronger inhibition) at 10 µM; actives 1.2% (n = 310,000); AID 588511, 2011;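 active means ratio plate-corrected score three or more library SD toward inhibition, starting fluorescence score within five deviations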;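 further: score derived from kinetic fluorescence span divided by baseline fluorescence per well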
MrgX1 antagonist: antagonists of human MrgX1 receptor, primary screen, HEK293 cells, Fluo-4 calcium flux; actives 1.3% (n = 310,000); B-score at 10 µM; BAM8-22 antagonism; hits give low values; Mas-related G-protein coupled receptor member X1 (Homo sapiens), Q96LB2;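 active means calcium-response B-score plate-corrected more than 3 library SD below zero, starting fluorescence within 5 deviations, no agonist response on first addition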;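 further: peak minus trough fluorescence over baseline after final BAM8-22 challenge near maximal dose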
SKKanGAS inh: S. pyogenes SKKanGAS growth inhibitors in kanamycin, primary screen, streptokinase expression inhibitor project, SKKanGAS strain, BacTiter-Glo luminescence; 6 h; inhibition, % at 7.5 µM; actives 1.3% (n = 300,000);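 active means mean replicate score, as percent of positive control median, at least 50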;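 further: strain carries kanamycin resistance gene driven by streptokinase promoter and grows in 40 µg/ml kanamycin; loss of luminescence reflects streptokinase promoter inhibition or plain growth inhibition; 0% = median of DMSO wells and 100% = positive control at its reference dose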
TRPC6 inhibitor: mouse TRPC6 channel inhibitors, primary screen, cell-based, HEK293, membrane potential dye. AID 2553, 2010. B-score at 10 µM. ACh-evoked depolarization; hits give low values. actives 1.1% (n = 310,000). Short transient receptor potential channel 6 (Mus musculus), Q61143;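 active means B-score under library mean minus 3 SD, initial fluorescence not abnormally high, positive integrated signal ratio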;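 further: B-score derived from integrated fluorescence ratio over the kinetic read; more negative B-score means stronger inhibition of depolarization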
MrgX1 agonist: agonists of human MrgX1 receptor, primary screen, HEK293 cells, Fluo-4 calcium flux | Mas-related G-protein coupled receptor member X1 (Homo sapiens), Q96LB2 | Fluo-4 calcium fluorescence, agonist mode; hits give high values | B-score at 10 µM | actives 0.44% (n = 310,000);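 active means calcium response B-score plate-corrected fluorescence ratio at least 3 library SD, with starting fluorescence B-score inside 5 SD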
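Material: MrgX1-expressing HEK293 cells; input: 15,000 cells per well; doses: test compound given as first of three sequential additions; schedule: overnight plating before 1 h dye loading; technique: Fluo-4 NW calcium-flux fluorescence, kinetic read; evaluation: baseline-normalised fluorescence change ratio, B-scored; control set: plate-wise positive and negative controls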
MrgX1 PAM: positive allosteric modulators of MrgX1, primary screen, HEK293 cells, Fluo-4 calcium flux | Mas-related G-protein coupled receptor member X1 (Homo sapiens), Q96LB2 | FDSS; hits give high values | B-score at 10 µM | actives 0.63% (n = 310,000) | AID 588675, 2011;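 active means plate-corrected calcium response at least 3 library SD above typical, normal starting fluorescence, not activating the receptor alone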;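 further: compound read alongside a low EC10 to EC30 dose of BAM8-22 agonist; peak minus trough fluorescence over baseline measured at the second addition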
TRPC4 potent: positive allosteric modulators of TRPC4, primary screen, cell-based, mouse TRPC4beta, HEK293 mu-opioid, Fluo-4 calcium; B-score at 10 µM; AID 2227, 2009; DAMGO EC20, Fluo-4 Ca2+ flux; hits give high values; actives 0.42% (n = 310,000); Short transient receptor potential channel 4 (Mus musculus), Q9QUQ5;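 active means B-score of calcium response area above 5 SD of library B-scores, with initial fluorescence ratio within 5 SD of library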;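 further: B-score of integrated fluorescence ratio over time as area under calcium response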
TRPC4 act: activators of mouse TRPC4 channel, primary screen, Fluo4 calcium, HEK293 TRPC4beta/mu-opioid cells | B-score at 10 µM | actives 0.49% (n = 310,000) | Short transient receptor potential channel 4 (Mus musculus), Q9QUQ5 | AID 2237, 2010 | Fluo4 calcium fluorescence; hits give high values;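 active means B-score above 5 SD of library B-scores, and initial fluorescence ratio not above library mean plus 5 SD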;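 further: positive B-score marks a calcium rise read as TRPC4 activation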
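Incubation: 45 min room-temperature Fluo4 loading, 110 s read / System: HEK293 cells stably co-expressing mouse TRPC4beta and mu-opioid receptor / Signal: Fluo4 fluorescence, kinetic / Control set: buffer (low) and maximal DAMGO (high) / Measure: integrated baseline-normalised fluorescence ratio, converted to per-well B score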
Starred values were filed as active, the others as inactive; i = inactive; . = not tested or not shown.

SMILES | TRPC6 act | TMEM16A act | TRPC4 block | ANO1 block | MrgX1 antagonist | SKKanGAS inh | TRPC6 inhibitor | MrgX1 agonist | MrgX1 PAM | TRPC4 potent | TRPC4 act
Cc1c(NC(=O)CN2c3ccccc3CC2C)c(=O)n(-c2ccccc2)n1C (centres undefined) | i | i | i | i | i | -4 | i | i | i | i | i
COC(=O)c1cn(NC(=O)c2ccccc2[N+](=O)[O-])c(=O)c2ccccc12 | i | i | i | i | i | . | i | i | i | i | i
Cc1cc(NC(=O)c2ccc(N3C(=O)C4C5C=CC(C5)C4C3=O)cc2)no1 (centres undefined) | i | i | i | i | i | -3 | i | i | i | i | i
O=[N+]([O-])c1ccccc1S(=O)(=O)N1CCCCC1 | i | i | i | i | i | -6 | i | i | i | i | i
CCOc1cc(C(=O)CCC(=O)OCC(=O)N2c3ccccc3NC(=O)C2(C)C)ccc1O | i | i | i | i | i | -3 | i | i | i | i | i
CCOc1ccc(NC(=O)c2csc3c2CCCC3)cc1 | i | i | i | i | i | -13 | i | i | i | i | i
COc1cc(/C=C2\SC(=O)N(c3ccc(O)cc3)C2=O)cc(OC)c1OC | i | i | i | i | i | -3 | i | i | i | i | i
O=C(Nc1csc(Cl)c1)c1ccccc1 | i | i | i | i | i | -2 | i | i | i | i | i
CC1(C)OC(=O)N(CC(=O)Nc2ccccc2)C1(C)O (centres undefined) | i | i | i | i | i | 1 | i | i | i | i | i
CCOC(=O)c1cn(CC#N)c2cc(F)c(F)cc2c1=O | i | i | i | i | i | 3 | i | i | i | i | i
CN(C(=O)CS(=O)(=O)c1cn(CC(=O)N2CCOCC2)c2ccccc12)c1ccccc1 | i | i | i | i | i | 6 | i | i | i | i | i
Cc1cccc(-n2c(C)cc(/C=N/NC(=O)c3cccc([N+](=O)[O-])c3C)c2C)c1 | i | i | i | i | i | 0 | i | i | i | i | i
Cc1ccc(SC[C@H](Cc2ccccc2)N2CC[C@@H](C)CCC2=O)cc1 | i | i | i | i | i | 33 | i | i | i | i | i
Cc1ccc(C(=O)NC(=S)Nc2cc(C(F)(F)F)ccc2Cl)cc1 | i | i | i | i | i | -9 | i | i | i | i | i
CCCCN1C(=O)NC(NC(=O)c2ccco2)(C(F)(F)F)C1=O (centres undefined) | i | i | i | i | i | 5 | i | i | i | i | i
COc1cc(C(=O)O)c2ccccc2n1 | i | i | i | i | i | -1 | i | i | i | i | i
CCN1CCN(S(=O)(=O)c2ccc(Cl)c(C(=O)N(C)Cc3cccc(Cl)c3Cl)c2)CC1 | i | i | i | i | i | -2 | i | i | i | i | i
CCCCN(CCCC)S(=O)(=O)c1ccc2[nH]c(=O)[nH]c2c1 | i | i | i | i | i | 0 | i | i | i | i | i
CCOC(=O)c1[nH]ncc1CN1CCCC(C(=O)c2ccc(OC)cc2C)C1 (centres undefined) | i | i | i | i | i | 5 | i | i | i | i | i
O=C(NC1CCCCC1NC(=O)c1ccco1)c1ccco1 (centres undefined) | i | i | i | i | i | 2 | i | i | i | i | i
O=c1[nH]c(CSc2ncnc3sccc23)nc2ccccc12 | i | i | i | i | i | 67* | i | i | i | i | i
CC[C@@H](C)[C@@H](C(=O)N1CCN(C(=O)OC(C)(C)C)CC1)n1cc(CCCN=C(NC(=O)OC(C)(C)C)NC(=O)OC(C)(C)C)nn1 | i | i | i | i | i | 13 | i | i | i | i | i
CC(C)NC(=S)N/N=C1\CCCCc2ccccc21 | i | i | i | i | i | 13 | i | i | i | i | i
O=C(O)CC(CC(=O)Nc1ccccc1C(=O)O)c1ccccc1 (centres undefined) | i | i | i | i | i | -1 | i | i | i | i | i
Cc1ccc2cc(C)c(N3CCC(C)CC3)nc2c1 | i | i | i | i | i | 3 | i | i | i | i | i
(next part)
SMILES | TRPC6 act | TMEM16A act | TRPC4 block | ANO1 block | MrgX1 antagonist | SKKanGAS inh | TRPC6 inhibitor | MrgX1 agonist | MrgX1 PAM | TRPC4 potent | TRPC4 act
COc1cccc(CNCCN2CCOCC2)c1OC | i | i | i | i | i | 0 | i | i | i | i | i
O=C(CSc1n[nH]c(-c2ccccc2O)n1)N1CCCc2ccccc21 | i | i | i | i | i | -1 | i | i | i | i | i
CC(C)CN(C(=O)CC1CCCC1)c1c(N)n(Cc2ccccc2)c(=O)[nH]c1=O | i | i | i | i | i | 7 | i | i | i | i | i
O=C(CCC(=O)N1CCN(S(=O)(=O)c2ccccc2)CC1)c1cccs1 | i | i | i | i | i | -1 | i | i | i | i | i
CCN1CCN(C(=O)CN2C(=O)COc3ccc(S(=O)(=O)N4CCOCC4)cc32)CC1 | i | i | i | i | i | -7 | i | i | i | i | i
Cn1c(=O)c2ncn(CC(=O)Nc3cc(C(F)(F)F)ccc3N3CCOCC3)c2n(C)c1=O | i | i | i | i | i | -2 | i | i | i | i | i
CCOC(=O)c1[nH]c2ccccc2c1NC(=O)NC1CCCCC1 | i | i | i | i | i | 2 | i | i | i | i | i
CCCN1CCc2c(sc3nc(SCC)n(-c4ccccc4)c(=O)c23)C1 | i | . | i | . | . | 2 | i | . | . | i | i
CCCN(CC(=O)Nc1ccccc1OC)C(=O)c1cc(S(=O)(=O)NCc2ccccc2)ccc1C | i | i | i | i | i | 5 | i | i | i | i | i
O=C(N/N=C/c1ccccc1OC(F)F)c1cc(-c2ccncc2)nc2ccccc12 | i | i | i | i | i | 1 | i | i | i | i | i
COc1ccc(N=Cc2nc(-c3ccccc3)oc2OC(=O)c2ccccc2)cc1 | i | i | i | i | i | -6 | i | i | i | i | i
CCCC(=O)NC(c1ccc(C)cc1)c1ccc2cccnc2c1O (centres undefined) | i | i | i | i | i | 72* | i | i | i | i | i
COc1ccc(CCNC(=O)C(=O)N/N=C/c2cccs2)cc1OC | i | i | i | i | i | . | i | i | i | i | i
Nc1nc(SCC(=O)Nc2ccc(OCc3ccccc3)cc2)n[nH]1 | i | i | i | i | i | 1 | i | i | i | i | i
COCCN1CCN(C(=O)C2CCC(=O)N(CCc3ccc(Cl)cc3)C2)CC1 (centres undefined) | i | i | i | i | i | 14 | i | i | i | i | i
CCOP(=O)(c1ccc(N(C)C)cc1)C(O)c1cc(OC)c(OC)c(OC)c1 (centres undefined) | i | i | i | i | -4.8* | 0 | i | i | i | i | i
O=C(c1ccc2c(c1)OCO2)N1CCN=C1SCc1ccccc1 | i | i | i | i | i | -1 | i | i | i | i | i
Cc1ccccc1Nc1nnc(SCc2nc3ccccc3c(=O)[nH]2)s1 | i | . | i | i | i | -1 | i | i | i | i | i
CN(CCC#N)C(=O)CC1(Cc2ccccc2)CCOC(C)(C)C1 (centres undefined) | i | i | i | i | i | -2 | i | i | i | i | i
O=C(NCc1cccc(F)c1)c1ccc2nc(N3CCOCC3)sc2c1 | i | i | i | i | i | -1 | i | i | i | i | i
COc1ccc(CNC(=O)Cn2nc([N+](=O)[O-])c(Br)c2C)cc1 | i | i | i | i | i | 6 | i | i | i | i | i
O=c1ccc2cc(S(=O)(=O)Nc3ccc(Br)cc3)ccc2o1 | i | i | i | i | i | -3 | i | i | i | i | i
CCN=C1SC(C(=O)Nc2ccc(OC)cc2)CC(=O)N1CC (centres undefined) | i | i | i | i | i | 6 | i | i | i | i | i
COc1ccc(/C=C/c2cccc[n+]2C)c(O)c1 | i | i | i | i | i | 0 | i | i | i | i | i
CCN1CCc2nc(NC(=O)C(c3ccccc3)c3ccccc3)sc2C1 | i | i | i | i | -5.8* | 2 | i | i | i | i | i
The list continues:
SMILES | TRPC6 act | TMEM16A act | TRPC4 block | ANO1 block | MrgX1 antagonist | SKKanGAS inh | TRPC6 inhibitor | MrgX1 agonist | MrgX1 PAM | TRPC4 potent | TRPC4 act
CCOC(=O)COc1cc(Br)c(/C=N/Nc2ccccc2)cc1OC | i | i | i | i | i | -3 | i | i | i | i | i
O=C1C(=O)N(Cc2cccnc2)C(c2cccc(O)c2)/C1=C(\O)c1ccc2c(c1)OCCO2 (centres undefined) | i | i | i | i | i | 1 | i | i | i | i | i
O=C(CCSc1ccc(Cl)cc1)NC12CC3CC(CC(C3)C1)C2 | i | i | i | i | i | 20 | i | i | i | i | i
CCOC(=O)N1CCC(N2C(=O)c3ccccc3C2=O)CC1 | i | i | i | i | i | -3 | i | i | i | i | i
COC(=O)c1ccc(CSc2nnc(-c3ccncc3)n2Cc2ccccc2)o1 | i | i | i | i | i | -4 | i | i | i | i | i
CC(CC(=O)O)CC(=O)Nc1cc([N+](=O)[O-])ccc1O (centres undefined) | i | i | i | i | i | -2 | i | i | i | i | i
CC(=O)NC(NC(=S)Nc1ccc(N=Nc2ccccc2C)cc1C)C(Cl)(Cl)Cl (centres undefined) | i | i | i | i | -4.6* | 19 | i | i | i | i | i
Cc1cc(C)c(NC(=O)c2ccc(CNS(=O)(=O)c3cc(C(F)(F)F)ccc3Cl)cc2)c(C)c1 | i | i | i | i | i | 17 | i | i | i | i | i
O=C1CSC(c2nn(-c3ccccc3)cc2-c2cc3ccccc3oc2=O)N1Cc1ccco1 (centres undefined) | i | i | i | i | i | -2 | i | i | i | i | i
Cc1ccc(/C=N\NC(=O)CNC(=O)C23CC4CC(CC(C4)C2)C3)o1 | i | i | i | i | i | 5 | i | i | i | i | i
